From PubChem
PrPC TRFRET = inhibitors of human cell surface prion protein PrPC, primary screen, cell-based, TR-FRET; Major prion protein (Homo sapiens), P04156; TR-FRET read-out; inhibition, % at 13.8 µM; 370,000 tested, 0.43% active; AID 720596, 2013; in the data active = inhibition above about 24%; note: 0% = median of the test wells and 100% = reference compound wells
CCHFV vOTU inh = CCHFV vOTU protease inhibitors, primary screen, biochemical, Pep-AMC substrate, fluorescence. Crimean-Congo hemorrhagic fever virus L polyprotein viral ovarian tumor (vOTU) protease …. inhibition, % at 11.5 µM. 370,000 tested, 0.55% active; note: 0% = vehicle wells with enzyme and 100% = no enzyme wells
UGM FP inh = M. tuberculosis UGM enzyme inhibitors, primary screen, biochemical, fluorescence polarization, single point; UDP-galactopyranose mutase (Mycobacterium tuberculosis (strain ATCC 25618 / H37Rv)), …; purified UGM, fluorescence polarization probe displacement; inhibition, % at 10 µM; 320,000 tested, 0.06% active; in the data active = inhibition above about 10%, passing the limit was not always enough; inconclusive = no clear call, values can overlap the other calls
Target sequence (P9WIQ1 whole entry, looked up): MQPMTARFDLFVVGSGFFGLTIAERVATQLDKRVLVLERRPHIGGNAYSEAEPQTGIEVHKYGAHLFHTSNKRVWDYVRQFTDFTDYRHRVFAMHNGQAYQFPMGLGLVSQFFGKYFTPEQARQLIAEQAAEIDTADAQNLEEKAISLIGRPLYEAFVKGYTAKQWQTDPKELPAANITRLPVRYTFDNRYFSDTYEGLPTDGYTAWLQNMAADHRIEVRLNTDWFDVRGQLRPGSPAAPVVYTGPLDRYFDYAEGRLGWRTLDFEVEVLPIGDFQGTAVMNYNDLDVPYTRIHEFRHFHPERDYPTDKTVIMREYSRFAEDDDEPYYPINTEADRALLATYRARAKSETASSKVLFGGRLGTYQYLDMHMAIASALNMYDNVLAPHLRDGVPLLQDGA
BoNT-F LC inh = BoNT/F light chain protease inhibitors, primary screen, biochemical, flow cytometry, MLPCN library; Botulinum neurotoxin type F light chain protease (Clostridium botulinum); Multiplex microsphere protease cleavage assay; inhibition, % at 10 µM; 360,000 tested, 0.22% active; in the data active = inhibition above about 35%, passing the limit was not always enough; inconclusive = no clear call, values can overlap the other calls; note: plate controls were buffer without enzyme for full effect and enzyme alone for no effect
Mtb FBA inh = Mtb FBA enzyme inhibitors, primary screen, biochemical, fluorescence, strain H37Rv; Fructose-bisphosphate aldolase (Mycobacterium tuberculosis (strain ATCC 25618 / H37Rv)), …; purified M. tuberculosis FBA, fluorescence read-out; inhibition, % at 1 µM; 360,000 tested, 2.3% active; in the data active = inhibition above about 27%;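 note: 0% = vehicle and 100% = reference inhibitor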
Target sequence (P9WQA3 whole entry, looked up): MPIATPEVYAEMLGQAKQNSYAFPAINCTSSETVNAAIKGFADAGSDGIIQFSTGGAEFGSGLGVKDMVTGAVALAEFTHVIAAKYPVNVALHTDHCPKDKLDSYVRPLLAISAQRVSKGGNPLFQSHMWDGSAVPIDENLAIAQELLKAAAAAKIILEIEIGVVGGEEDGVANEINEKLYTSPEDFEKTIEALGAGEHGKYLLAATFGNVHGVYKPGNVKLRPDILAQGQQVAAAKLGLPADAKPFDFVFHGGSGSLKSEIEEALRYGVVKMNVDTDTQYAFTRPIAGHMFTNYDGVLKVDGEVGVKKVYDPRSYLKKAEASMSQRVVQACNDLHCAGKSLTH
BoNT A protease = BoNT/A light chain protease inhibitors, primary screen, biochemical, flow cytometry, MLPCN library. Botulinum neurotoxin type A light chain protease (Clostridium botulinum A str. ATCC 3502). multiplex microsphere protease substrate cleavage. inhibition, % at 10 µM. 360,000 tested, 0.17% active. AID 588499, 2011; in the data active = inhibition above about 30%; inconclusive = no clear call, values can overlap the other calls; note: plate controls were buffer without enzyme for full effect and enzyme alone for no effect
FadD28 binding = inhibitors of FadD28 bisubstrate probe binding, primary screen, biochemical, fluorescence polarization, single point | inhibition, % at 12.5 µM | 360,000 tested, 0.22% active; in the data active = inhibition above about 8.5%, passing the limit was not always enough; inconclusive = no clear call, values can overlap the other calls
Mtb BioA inh = M. tuberculosis BioA enzyme inhibitors, primary screen, biochemical, plate reader, single point, HTS. purified M. tuberculosis BioA enzyme. inhibition, % at 9.99 µM. 360,000 tested, 0.096% active. AID 602481, 2012; in the data active = inhibition above about 40%; inconclusive = no clear call, values can overlap the other calls
GDH-TPI inh = GDH-TPI coupling enzyme inhibitors, primary screen, artefact control for M. tuberculosis FBA inhibitor project, biochemical, absorbance, full deck; 360,000 tested, 1.2% active; AID 588335, 2011; GDH-TPI coupled enzyme counterscreen, NADH absorbance; inhibition, % at 4.8 µM;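 note: 0% = DMSO wells and 100% = wells lacking the enzyme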
Numbers without * were called inactive; u = inconclusive; x = no result given; & = joins results of further samples. Cut-off read from the data, not from the text of the source, unless noted: active = inhibition above about 30%; inactive = the rest. Compounds were not picked by outcome; about 4.8% have a hit in one of these screens.

SMILES	PrPC TRFRET	CCHFV vOTU inh	UGM FP inh	BoNT-F LC inh	Mtb FBA inh	BoNT A protease	FadD28 binding	Mtb BioA inh	GDH-TPI inh
Cc1ccc(S(=O)(=O)NC(=O)C2(C)CCN2C(=O)Cc2cccs2)nc1 (configuration not stated)	-1	3	x	6	-1	0.5	-0.6	-2.8	4
CCOc1ccc(CN(C)C(=O)CNC(=O)c2ccc(Br)o2)cc1OC	8	-16	-0.9	4	0	-0.4	-0.2	-1.1	-4
COc1cc(C(=O)NC(=S)Nc2cccc(-c3cc4ccccc4oc3=O)c2)cc(OC)c1OC	-2	-5	-2.0	-8	0	0.7	-2.9	-1.7	28
Cc1ccc(OCC(=O)NCCCNC(=O)c2ccncc2)cc1	-1	-7	0.7	-14	0	-0.5	-0.1	-2.1	-8
O=C(NCCCO)C(=O)Nc1cc2c3c(c1)CCN3C(=O)CC2	-6	5	0.0	6	2	0.4	-0.6	-3.1	8
CC(C)C[C@H](NC(=O)[C@@H]1Cc2c([nH]c3ccccc23)C2c3ccccc3C(=O)N21)C(=O)N1CCC[C@@H]1C(=O)O (some centres not stated)	7	6	3.4	-1	2	-0.1	-3.2	1.4	5
CCN(C(=O)CSc1nc2cc(C(=O)OC)ccc2c(=O)n1Cc1ccco1)c1cccc(C)c1	-4	-8	-1.5	-7	-3	-3.0	-2.0	-3.1	16
CC1CCCC(C)N1C(=O)CSc1ncccn1 (configuration not stated)	7	14	-3.6	-23	0	-1.0	-2.3	0.2	-1
COc1ccc(NC(=O)CC(c2ccc(F)cc2)c2ccc(OC(C)C)cc2)cc1 (configuration not stated)	23	14	0.6	1	1	1.0	-2.8	x	-1
Cc1ccc(N2CCN(CC(O)COc3ccc([N+](=O)[O-])cc3)CC2)cc1 (configuration not stated)	-12	13	1.3	-8	-2	-0.8	0.3	-1.4	-3
O=C(CSc1nnc(C2CC2)n1C1CC1)c1ccc(Br)s1	-9	1	-2.1	-2	-2	-0.4	-4.0	2.1	27
CCN(C[C@H]1N[C@@](CC)(C(=O)OC)[C@H]2C(=O)N(Cc3ccccc3)C(=O)[C@@H]12)C(=O)COc1ccccc1	6	15	x	-7	1	-0.4	0.1	-0.3	-1
Cc1ccnc(N2C3CCC2CC(O)(c2ccccc2)C3)n1 (configuration not stated)	7	-13	0.6	-1	8	0.1	-1.2	-1.5	3
Cc1ccc(NC(=O)C2C3CCCC2C3c2ccccc2)cc1 (configuration not stated)	4	4	-1.4	5	-3	-0.4	-1.4	0.3	13
CN(C)C/C=C/C(=O)Nc1cccc(-c2c[nH]c3ncnc(Oc4ccc(NC(=O)CC(=O)Nc5ccc(F)cc5)cc4F)c23)c1	x	x	2.4	-23	1	-0.6	19*	-1.5	0
O=C1NC(c2ccc(Br)cc2)Nc2sc3c(c21)CCC3 (configuration not stated)	-4	-1	3.4	2	10	1.0	-0.6	-1.3	10
CCN(CC)C(=O)CSc1nc2ccc(NC(=O)CSc3nnc(COc4ccccc4C)n3C)cc2s1	7	3	0.7	0	1	0.4	-3.3	x	-10
Cc1ccc(S(=O)(=O)N(CC(=O)N2CCC(C(N)=O)CC2)c2cccc(C(F)(F)F)c2)cc1	-2	29	-3.2	-3	-2	0.0	-2.9	0.2	-5
O=C(O)C1CCC(c2ccc(-c3ccccc3)cc2)CC1 (configuration not stated)	1	11	-0.3	u	1	3.9	1.1	-0.2	4
CCCC(C)C(=O)Nc1ccc(S(=O)(=O)N2CCCC2)cc1 (configuration not stated)	-1	3	-3.3	-22	0	-0.9	-3.2	-1.4	4
Cc1ccccc1OCC(=O)Nc1ccc(S(=O)(=O)Nc2ccccn2)cc1	-4	3	-0.6	-2	6	-0.3	-2.7	2.3	5
COc1ccc(OC)c(C=NNC(=O)c2ccc(NS(=O)(=O)c3cccs3)cc2)c1	10	-9	0.5	-5	16	-0.8	0.1	-0.2	39*
COc1cccc(OCc2cc(C(=O)NCc3cnc4ccccn34)no2)c1	11	2	0.6	-7	5	0.6	-2.8	-1.1	5
COCCN(CCOC)S(=O)(=O)c1ccc(C(=O)Nc2c(C)n(C)n(-c3ccccc3)c2=O)cc1	1	8	2.6	18	-1	1.2	-0.9	-1.1	2
CN(C)CCNc1ncnc2sc(-c3ccccc3)cc12	-5	1	-0.5	-13	16	1.3	x	0.6	2
Cc1ccccc1CSCc1nc(N)nc(Nc2ccccc2C)n1	1	1	0.2	-4	-1	-0.3	-2.0	x	1
O=c1cc(COn2nnc3ccc(C(F)(F)F)cc32)nc2sccn12	5	20	-1.7	-11	-3	-0.8	-3.4	0.5	5
O=C(NC(N1CCOCC1)C(Cl)(Cl)Cl)c1ccc(F)cc1 (configuration not stated)	4	-3	-0.6	0	2	0.0	-2.4	x	3
Cc1cccc(N(CC(=O)N2CCCCCC2)S(C)(=O)=O)c1C	9	-1	0.8	36*	2	-2.1	-0.8	-1.1	0
N#Cc1ccccc1NC(=O)COc1ccc2c(c1)OCO2	9	1	2.6	-1	-1	0.4	-4.0	-0.7	-8
CC(=O)N1c2ccc(S(=O)(=O)NCCC(=O)Nc3ccc(C)c(Cl)c3)cc2CC1C (configuration not stated)	3	1	-0.5	2	-6	-0.2	-0.7	-0.3	7
Cc1ccc(CNC(=O)C2CC3Cn4c(nc5ccccc54)C3N2C)o1 (configuration not stated)	6	11	1.3	-1	-1	0.0	-3.2	0.6	5
COC(C(=O)Nc1ccccc1C(=O)N1CCOCC1)c1ccccc1 (configuration not stated)	0	4	-0.5	-2	1	1.9	-0.7	-1.2	-12
NNC(=O)Cc1cc(=O)[nH][nH]1	4	0	x	0	1	-0.5	-0.4	-1.6	13
Nc1ccc(C(=O)Nc2ccc3nc(-c4cccnc4)[nH]c3c2)cc1	1	20	0.2	-6	-4	-0.2	-2.5	13	37*
COc1ccccc1Sc1ccccc1CC(C)N (configuration not stated)	-4	-5	1.7	-1	3	-0.2	-2.0	-0.6	0

Compound profiles, as listed above. Values in the order: PrPC TRFRET	CCHFV vOTU inh	UGM FP inh	BoNT-F LC inh	Mtb FBA inh	BoNT A protease	FadD28 binding	Mtb BioA inh	GDH-TPI inh
Cc1ccccc1CSCc1nc(N)nc(Nc2ccccc2C)n1 is listed as 1	1	0.2	-4	-1	-0.3	-2.0	x	1
Cc1cccc(N(CC(=O)N2CCCCCC2)S(C)(=O)=O)c1C is listed as 9	-1	0.8	36*	2	-2.1	-0.8	-1.1	0
O=C(NC(N1CCOCC1)C(Cl)(Cl)Cl)c1ccc(F)cc1 (configuration not stated) is listed as 4	-3	-0.6	0	2	0.0	-2.4	x	3
O=c1cc(COn2nnc3ccc(C(F)(F)F)cc32)nc2sccn12 is listed as 5	20	-1.7	-11	-3	-0.8	-3.4	0.5	5

Next part:
SMILES	PrPC TRFRET	CCHFV vOTU inh	UGM FP inh	BoNT-F LC inh	Mtb FBA inh	BoNT A protease	FadD28 binding	Mtb BioA inh	GDH-TPI inh
Cc1ccc(-c2c(C(=O)N3CCOCC3)oc(=O)c3ccccc23)cc1	-1	4	-2.1	-6	4	-0.3	-1.4	0.5	19
O=C(COC(=O)c1nc(Cl)ccc1Cl)NCc1cccs1	-6	-2	-0.5	3	1	2.1	-1.3	x	18
CCCOc1c(Br)cc(C(=O)OCc2cc(=O)n3ccsc3n2)cc1OC	-3	11	x	2	-2	0.0	-3.4	-0.9	-1
COc1cc(-c2[nH]ncc2CN2CCCC2c2nonc2C)cc(OC)c1OC (configuration not stated)	1	-16	-2.0	0	-1	0.7	-0.6	x	-3
Cc1ccc(S(=O)(=O)Nc2nc(C)c(C(=O)NNS(=O)(=O)c3ccccc3)s2)cc1	2	-7	-0.4	0	1	-0.2	-1.8	-0.1	3
CCCCn1c(O)c(C(C)=Nc2c(C)n(C)n(-c3ccccc3)c2=O)c(=O)[nH]c1=O	-3	3	-0.8	-10	2	-0.3	1.4	-0.1	19
Cc1ccc(C(O)c2ncc(-c3cccc4ccccc34)[nH]2)c(C)c1 (configuration not stated)	-7	-4	x	-3	39*	-0.4	-5.2	-0.1	-3
OCCN1CCN(C(=S)Nc2cccc(C(F)(F)F)c2)CC1	-6&8	4&-8	1.5	2&-8	1&0	0.0&-0.2	-2.6&-3.5	-1.6	8&-2
Cc1nc2ccc(C(=O)N3CCN(c4ccccc4)CC3)cc2s1	0	-11	-0.7	10	2	0.9	-4.6	-0.4	0
CC(C)(C)n1nc2c(c1NC(=O)c1cc3ccccc3o1)CS(=O)(=O)C2	-8	6	-2.7	-3	-1	-2.1	-0.9	-0.9	7
CNS(=O)(=O)c1cccc(C(=O)OCC(=O)N2CCCC2)c1	1	7	-1.1	-10	1	-6.1	-1.1	-1.9	17
Cc1cc(NC(=S)N(Cc2cccc(Br)c2)CC2CCC(C(=O)O)CC2)ccc1Cl (configuration not stated)	8	9	x	1	4	-0.5	-3.7	x	2
O=C1c2ccccc2NC(c2ccc(-c3ccc(F)cc3)o2)N1O (configuration not stated)	7	-5	4.6	-7	15	-0.2	-0.7	-1.8	22
ClCCN1C2=NCCCN2c2ccccc21	-4	-2	-2.1	-5	-5	-0.2	-1.7	x	-5
O=C1/C(=C/Nc2ccc3c(c2)OCO3)CCc2ccccc21	-2	14	-0.8	-8	-5	0.3	-0.9	1.2	5
Cc1cc(NC(=O)CSCC(=O)N(c2cccc(Cl)c2)C(C(=O)NC2CCCCC2)c2ccc(O)c(O)c2)no1 (configuration not stated)	0	6	-0.2	-2	1	0.1	-4.0	2.5	-6
CCOc1cc(/C=N/NC(=O)CNc2cccc(C)c2)ccc1OC(=O)c1ccccc1	-3	15	1.4	-1	-3	0.1	-9.9	-1.9	-5
O=C(NCc1ccccc1)C12CC3CC(CC(Cl)(C3)C1)C2	6	-14	-1.3	-6	-1	0.2	-1.4	0.9	9
Cc1c(-c2nc(-c3ccc(C(F)(F)F)cc3)no2)n(C)oc1=O	-4	-11	-3.1	3	6	0.2	-4.5	-1.1	3
COc1ccc(-c2sc(Nc3cccc4ccccc34)n[n+]2C)c(C)c1C	6	-2	x	-7	-1	-0.5	-1.3	-1.7	0
CCOC(=O)C1(Cc2ccc(OC)cc2)CCN(C(=O)C2CC(=O)N(C3CC3)C2)CC1 (configuration not stated)	-1	1	-0.2	1	4	1.0	-1.3	-0.2	-3
c1ccc2c(Cn3ccnc3)c[nH]c2c1	9	16	1.5	1	-6	-0.1	-3.5	-2.1	-9
CCOC(=O)c1nc(C)n(-c2ccc(Cl)cc2Cl)n1	x	x	0.4	-10	2	-0.1	-0.4	2.4	3
O=C(O)c1ccccc1-c1ccc(/C=C2\SC(=O)N(c3ccccc3)C2=O)o1	-2	-13	0.2	u	-1	-1.7	-2.9	1.7	-1
Cc1nn2cc(-c3ccc(Cl)cc3)nc2s1	3	8	-0.5	-1	0	-0.9	-0.6	-2.6	17
COC(=O)c1ccc([C@H]2CC(=O)O2)cc1	1	4	-0.7	0	1	0.5	-1.4	-0.9	16
O=C(CNC(=O)c1cc(Cl)nc2ccccc12)Nc1ccccc1Br	-8	3	-1.5	-5	2	-1.9	x	-1.7	0
CN(Cc1ccccc1)C(=O)Cn1c(=O)oc2cc(S(=O)(=O)N3CCCC3)ccc21	6	-2	1.9	-2	1	0.2	-1.0	2.2	7
CC(C)CN(CC(C)C)C(=O)CN1C(=O)NC2(CCc3ccccc3C2)C1=O (configuration not stated)	5	9	1.0	-18	1	-0.9	-0.2	-0.1	-2
COc1cccc(C(=O)NC(=S)Nc2ccccc2N2CCOCC2)c1	x	x	-2.3	-3	1	-0.5	-16	-0.6	12
